# TcdB inh = TcdB glycohydrolase inhibition | P18177 | inhibition, % at 9.99 µM | 0.24% of 350,000 active | TcdB glycohydrolase enzymatic assay, plate reader; in the data active means inhibition above about 10%
# MazF activator = MazEF (E. coli) toxin RNase activation. P0AE70. FAM/BHQ RNA-DNA oligo cleavage fluorescence, 5 h. activation, % at 20 µM. 0.32% of 350,000 active. AID 504720; in the data active means activation above about 50%
# Target sequence (P0AE70 whole entry, looked up): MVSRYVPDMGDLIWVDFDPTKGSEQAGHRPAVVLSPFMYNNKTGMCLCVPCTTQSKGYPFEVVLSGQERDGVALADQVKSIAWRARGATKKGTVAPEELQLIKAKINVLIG
# SARS 3CLpro inh = SARS-CoV 3CLpro protease inhibition | P0C6X7 | recombinant SARS-CoV 3CLpro, quenched FRET peptide cleavage | inhibition, % at 6 µM | 0.14% of 290,000 active | AID 1706; in the data active means inhibition above about 12%
# Anthrax LF inh2 = blocks Bacillus anthracis lethal factor protease; P15917; multiplex microsphere protease cleavage assay, LF; inhibition, % at 10 µM; 0.12% of 360,000 active; AID 588501; in the data active means inhibition above about 30%; further: plate controls were buffer without enzyme for full effect and enzyme alone for no effect
# PriA SSB inh = K. pneumoniae PriA-SSBct interaction inhibition; AlphaScreen SSBct-PriA binding, biotinylated peptide; inhibition, % at 33 µM; 0.6% of 430,000 active; in the data active means inhibition mostly above about 37%, no sharp cut-off; inactive means mostly below about 20%;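 further: plate controls were negative control peptide for no effect and reference peptide for full effect; strong numbers were not always called active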
# VHR inh abs = blocks human VHR1 dual specificity phosphatase; P51452; recombinant VHR phosphatase, pNPP absorbance; inhibition, % at 13.3 µM; 0.52% of 290,000 active; AID 1654; in the data active means inhibition above about 50%; further: some compounds called inactive have numbers as strong as hits
# Target sequence (P51452 whole entry, looked up): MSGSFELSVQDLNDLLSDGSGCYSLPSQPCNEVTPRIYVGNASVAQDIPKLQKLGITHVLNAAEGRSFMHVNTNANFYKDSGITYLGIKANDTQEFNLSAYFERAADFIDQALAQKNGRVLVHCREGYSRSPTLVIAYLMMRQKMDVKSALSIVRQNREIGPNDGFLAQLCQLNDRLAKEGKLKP
# PfHsp40 yeast = rescue of PfHsp40-mediated yeast toxicity; S. cerevisiae expressing PfHsp40, growth rescue, ATP luminescence; growth rescue, % at 12.5 µM; 0.68% of 340,000 active; AID 504582; in the data active means growth rescue above about 28%, passing the limit was not always enough;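 further: yeast W303a lacking pdr1 and pdr3 grown in galactose medium; growth measured after three days at 30 °C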
# Y pestis TopoI = inhibitors of Yersinia pestis topoisomerase I | Y. pestis Topo-I cleavage product accumulation, plate reader | activity, % at 10 µM | 0.064% of 360,000 active | AID 504884; in the data active means activity above about 50%, passing the limit was not always enough; further: inactives centre near 2
# Rv3671c inh = inhibitors of M. tuberculosis serine protease Rv3671c | inhibition, % at 5.96 µM | 0.048% of 320,000 active; in the data active means inhibition above about 38%;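 further: extracellular domain of Rv3671c used as enzyme; 0% = enzyme with DMSO and 100% = no enzyme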
# Target sequence (P9WHR9 whole entry, looked up, the tested form may be a part): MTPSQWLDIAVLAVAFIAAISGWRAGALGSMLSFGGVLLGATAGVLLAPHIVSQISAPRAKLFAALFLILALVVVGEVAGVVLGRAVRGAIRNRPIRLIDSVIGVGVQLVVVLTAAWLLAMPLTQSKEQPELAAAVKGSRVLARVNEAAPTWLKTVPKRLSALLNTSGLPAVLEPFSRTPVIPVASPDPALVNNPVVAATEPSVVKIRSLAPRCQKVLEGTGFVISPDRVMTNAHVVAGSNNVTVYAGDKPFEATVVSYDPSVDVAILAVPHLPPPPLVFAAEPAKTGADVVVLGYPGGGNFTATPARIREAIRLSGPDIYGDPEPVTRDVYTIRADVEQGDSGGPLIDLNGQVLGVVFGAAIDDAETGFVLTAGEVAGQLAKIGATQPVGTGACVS
# BH1578 lux ind = induces V. cholerae light production without autoinducers; V. cholerae BH1578 lux reporter, luminescence, 6 h; activation, % at 18.7 µM; 0.16% of 350,000 active; in the data active means activation mostly above about 9.7%, no sharp cut-off; further: not every result past the cut was called active; inactives centre near 0; reference of the scale not given here
# The depositor's hits bear a star; i = inactive; / = no result given; & = joins results of further samples.
mol,Rv3671c inh,PfHsp40 yeast,SARS 3CLpro inh,PriA SSB inh,BH1578 lux ind,VHR inh abs,TcdB inh,Y pestis TopoI,Anthrax LF inh2,MazF activator
Cc1ccc(-n2c(C(C)C)nc3oc4ccccc4c(=O)c3c2=O)cc1,2,-1.6,-3,-1,i,24,-0.5,1,6,5
CC(C)(C)C(=O)NC1=NCCS1,1,-0.2,-1,-18,-0.6,21,/,-4,-2,5
O=C(CCCOc1ccc(Cl)cc1Cl)N/N=C\C1CCCCC1,-9,0.4,8,/,i,2,0.9,8,-6,3
O=C1NC(=Nc2ccccc2)c2c1cccc2[N+](=O)[O-],11,0.4,-1,0,-0.7,-9,/,-4,1,1
COc1ccc(-n2c(C)cc(SC)c(C(C)=O)c2=S)cc1,-13,0.6,2,9,0.3,11,/,4,-1,4
O=C(O)CCCN1C(=O)c2cccc3cccc(c23)C1=O,3,-1.4,-1,-15,-0.8,-3,0.9,3,9,-3
CCCOc1ccc(-c2cc(C(F)(F)F)c(C#N)c(SCC(=O)O)n2)cc1,-1,-0.9,3,-13,-0.7,21,-3.2,0,0,-12
O=c1c2ccccc2oc2ccc(-c3ccc4[nH]ccc4c3)cc12,-72,21,/,-5,-5.9,/,/,-7,-3,-4
CC(C)C[C@H](NC(=O)c1nc[nH]c1C(=O)NCC(=O)OC(C)(C)C)C(=O)OCc1ccccc1,-11,0.5,/,-6,1.5,-12,0.6,5,-8,9
C[C@H](c1ccccc1)n1nnc(COCc2ccccc2)c1C#CCOCc1ccccc1,-1,2.8,/,-29,-0.5,38,1.0,-4,2,-18
O=C1CCNCCN1[C@H](CO)c1ccccc1,-1,0.3,4,-17,i,1,0.8,9,-5,6
Cc1cccc(C)c1NC(=O)CN1CCN(CC(=O)NCC2(N3CCCCC3)CCCCC2)CC1,-5,2.0,/,2,i,/,1.2,5,4,2
COc1ccc(CNC(=O)CCS(=O)(=O)c2ccc(Br)cc2)cc1,-2,0.4,-4,1,-0.2,13,-1.4,5,2,3
FC(F)(F)c1nnc2c3ccccc3c(Cl)nn12,/,-0.1,3,2,-0.5,5,-0.4,-3,-4,-27
Cc1cc(S(=O)(=O)Nc2ccccc2C)ccc1F,-3,0.9,4,0,i,22,0.8,10,4,-3
COC(=O)NCC(C)OC(=O)Nc1ccc(Cl)cc1 (stereo unspecified),6,0.3,3,-3,-0.8,15,0.7,5,-1,-3
COc1ccc(Cl)cc1-c1cc(C(=O)NCc2cccs2)[nH]n1,/,/,/,/,-0.4,/,1.4,5,-3,/
C=CCn1c(SC(C)C#N)nc2sc(CC)cc2c1=O (stereo unspecified),-3,-2.7,-2,-5,i,16,1.5,-8,4,-3
COc1ccc(NC(=O)Cn2cnc3sc(C)c(S(=O)(=O)N4CCN(C)CC4)c3c2=O)cc1OC,11,0.4,-1,-8,-0.2,11,1.2,-7,-17,2
CC(=O)NCCc1nc2ccccc2n1CCOc1ccccc1,8,-1.5,-1,2,i,-4,1.1,6,-4,12
COC(=O)[C@H](Cc1ccccc1)N(C)S(=O)(=O)c1cccc(S(=O)(=O)N(C)[C@@H](Cc2ccccc2)C(=O)OC)c1,-4,0.2,2,6,i,17,1.6,2,-8,2
Oc1ccccc1/C=N/Nc1cccc2cccnc12,11,-1.0,3,/,1.2,-6,/,0,-10,1
CCCCOC(=O)Sc1nc2ccccc2o1,13,2.1,0,-18,2.5,19,/,6,-1,2
COc1cc(NC(=O)CSc2nc3ccccc3cc2Cc2ccccc2)cc(OC)c1,-1,2.3,0,-9,-1.8,49,/,18,2,-10
S=c1nc(C2CCCCC2)[nH][nH]1,-5,-0.5,-2,-7,-2.9,-4,/,13,-5,0
Nn1c(=S)[nH]c2sc3c(c2c1=O)CCCC3,1,1.3,/,-10,-0.4,/,2.5,-4,11,-6
COc1ccc(C(=O)NCC2CCCCC2)cc1S(=O)(=O)N1CCCC1,-12,1.7,/,-3,i,/,1.2,16,-1,7
O=S1(=O)CC/C(=N/Nc2ccc(C(F)(F)F)cn2)c2cc(F)ccc21,-5,-2.3,-3,/,-0.5,18,1.5,4,0,3
CCOC(=O)C1=Nc2ccccc2/C1=C\c1c(O)n(C)c(=O)n(C)c1=O,-9,0.2,2,/,-0.3,5,0.1,-6,-2,-10
Cc1ccc(O)c(C(=O)c2cc(C#N)c(=O)n(C(C)c3ccccc3)c2)c1 (stereo unspecified),0,1.2,3,9,2.0,8,2.1,-1,-5,7
COc1ccc(OC)c(C(C(=O)NCc2ccco2)N(C(=O)Cn2nnc3ccccc32)C2CC2)c1 (stereo unspecified),2,-0.4,4,4,i,5,/,6,-4,-2
Cc1ccc(CNc2ccc(Cl)cc2[N+](=O)[O-])cc1,-4,1.7,-9,13,-0.3,10,/,13,-17,-1
Oc1ccc(/C=N/Nc2cc(N3CCCC3)nc(N3CCCC3)n2)cc1,-10,-1.1,0,/,i,14,/,-16,-1,21
COc1ccccc1C(=O)NC(=S)Nc1ccc(S(=O)(=O)N2CCN(C)CC2)cc1,-8,-1.2,5,5,i,-8,0.3,-6,0,-2
C=CCn1c(SCC(=O)NC(=O)Cc2ccccc2)nnc1-c1ccccc1F,3,0.9,/,1,0.9,/,1.8,23,-2,3
CN(C)c1cc(-c2cccc([N+](=O)[O-])c2)oc(=O)c1Cl,6,3.2,5,-9,-0.7,12,0.7,9,/,6
O=C(/C=C/Sc1ncn[nH]1)c1ccc(Cl)cc1,-7,0.0,5,-2,-0.4,10,1.4,2,-2,-9
Cc1onc(-c2c(Cl)cccc2Cl)c1C(=O)N=C(N)N1CC(C)OC(C)C1 (stereo unspecified),0,-0.4,2,/,i,-14,1.7,-8,-16,-4
CC(=O)C1=C(O)C(=O)N(c2ccc(C(=O)O)cc2)C1c1ccc([N+](=O)[O-])cc1 (stereo unspecified),-3,2.6,4,3,-0.4,-40,0.1,3,1,15
C=CCn1cccc(C(=O)Nc2ccc(OC)c(Cl)c2)c1=O,-6,1.5,5,0,i,-2,/,4,-1,7
Cc1noc(C)c1C(=O)OC(C)C(=O)c1ccc(C(C)(C)C)cc1 (stereo unspecified),/,/,/,/,-0.3,/,1.2,12,0,-2
COCC(C)OC(=O)c1c(N)n(-c2ccc(OC)c(OC)c2)c2nc3ccccc3nc12 (stereo unspecified),4,/,0,-18,/,9,/,/,/,-2
CC[C@@]1(C(=O)OC)N[C@H](CN(C)S(=O)(=O)c2ccc(F)cc2)[C@@H]2C(=O)N(C)C(=O)[C@@H]21,-6,0.8,/,-18,-1.0,/,1.3,-1,-6,11
O=C(Cn1nc(-c2ccccc2)c2ccccc2c1=O)Nc1ccc(O)cc1,-10,1.3,-5,-16,-0.1,-4,-1.1,4,-6,-1
Cc1ccc(CN2C(=O)CCC2C(=O)NCc2ccccc2Cl)cc1 (stereo unspecified),1,-1.2,1,-3,-0.5,-1,-1.0,10,0,1
Cc1ccc(-c2nc3c4ccccc4ccn3c2CN2CCCCC2)cc1,5,1.2,0,18,i,-12,3.1,26,0,7
COc1ccc(S(=O)(=O)N2CCOCC2)cc1C(=O)N1CCCC1,10,-3.1,4,-2,/,43,0.1,-4,-2,-5
Cc1ccc(NC(=O)CN2CCC3(O)CCCCC3C2c2ccc3c(c2)OCO3)c(C)c1 (stereo unspecified),-5,-0.8,1,13,i,40,/,17,-2,-4
CCOc1ccc(S(=O)(=O)N2CCC(C(=O)Nc3ccc(C)c(S(=O)(=O)N4CCOCC4)c3)CC2)cc1,/,1.8,/,-14,-0.3,/,0.3,13,-3,-5
O=C(CCC(=O)c1ccc(F)cc1)Nc1cccc(Br)c1,-21,0.8,0,-1,-0.6,/,1.0,-1,1,21
O=C(O)c1ccc(Oc2ccccc2)o1,-7,-1.9,-1,-10,-0.3,-9,3.1,0,2,6
Cc1ccc(NC(=O)CN2CCN(CCN=CC3=C(O)CC(C)(C)CC3=O)CC2)cc1,-3,-0.4,0,7,5.3,18,/,11,1,11
CCC(=O)Nc1nc(C)c(C(=O)N2CCCCC2)s1,-4,0.0,2,-3,-1.9,19,0.2,-4,-2,3
COc1ccc(N2CCN(S(=O)(=O)CCNC(=O)C3CC(=O)N(c4ccccc4)C3)CC2)cc1 (stereo unspecified),-2,-0.7,0,-1&-4,i,13,-1.8,-6,-4,2
Cc1cc(NC(=O)CC(C)(C)C)nc2c1c(=O)oc1ccccc12,1,-0.4,-1,2,-0.4,-9,-0.4,5,-4,32
Cc1ccc(NC(=O)CSc2ccc(-c3ccccn3)nn2)cc1F,12,0.9,1,26,-0.3,15,0.0,4,0,3
Cc1nc(NCCc2ccccc2)sc1C(=O)N(C)C,1,-0.9,1,0,-0.6,10,0.6,-2,-13,-8
CC1(C)OC(=O)N(c2cccnc2)C1(C)O (stereo unspecified),18,-2.4,-3,-13,1.7,5,/,4,0,-5
O=C(c1ccc(OC2CCN(Cc3cccc(F)c3)CC2)cc1)N1CCCCC1,-4,-1.7,0,2,i,10,2.0,16,-3,5
CN(C)CCCN1C(=O)C(=O)/C(=C(/O)c2ccncc2)C1c1ccccc1 (stereo unspecified),-6,-0.4,/,/,12,18,/,2,0,8

# Complete entries from above. Screens in order: Rv3671c inh | PfHsp40 yeast | SARS 3CLpro inh | PriA SSB inh | BH1578 lux ind | VHR inh abs | TcdB inh | Y pestis TopoI | Anthrax LF inh2 | MazF activator
# Entry for `O=C(O)c1ccc(Oc2ccccc2)o1` : -7 | -1.9 | -1 | -10 | -0.3 | -9 | 3.1 | 0 | 2 | 6
# Entry for `Cc1ccc(NC(=O)CN2CCN(CCN=CC3=C(O)CC(C)(C)CC3=O)CC2)cc1` : -3 | -0.4 | 0 | 7 | 5.3 | 18 | / | 11 | 1 | 11
# Entry for `CC1(C)OC(=O)N(c2cccnc2)C1(C)O` (stereo unspecified) : 18 | -2.4 | -3 | -13 | 1.7 | 5 | / | 4 | 0 | -5

# Continuation.
mol,Rv3671c inh,PfHsp40 yeast,SARS 3CLpro inh,PriA SSB inh,BH1578 lux ind,VHR inh abs,TcdB inh,Y pestis TopoI,Anthrax LF inh2,MazF activator
Cc1ccc(NC(=O)c2ccc3ccccc3n2)cc1S(=O)(=O)N(C)C,-2,1.6,-3,-7,-0.3,12,2.0,15,-5,11
CSc1ccccc1C(=O)OCC(=O)NCCN1C(=O)CSC1=O,14,-0.1,/,-25,i,/,1.4,2,2,6
O=C(Nc1cccc(-c2nc3ncccc3o2)c1)c1ccc2c(c1)OCO2,/,0.3,/,2,-3.2,/,2.5,6,3,2
O=C(COC(=O)CCSc1ccc(Cl)cc1)NCc1ccccc1Cl,-9,0.0,-2,-3,-0.3,-11,/,4,-1,0
COc1ccc(NCc2nnc(SCC(=O)N3CCCc4ccccc43)o2)cc1,2,-0.8,-9,-1,i,24,/,3,-4,1
CC1CCCN(c2nc3c(c(=O)[nH]c(=O)n3C)n2Cc2ccccc2Cl)C1 (stereo unspecified),-4,-0.3,4,0,0.0,15,-2.2,5,-3,15
C=CC1CN(C(=O)OCC(Cl)(Cl)Cl)C2CC3c4ccc(OC)cc4NC3C3CC1C2CO3 (stereo unspecified),-1,/,/,8,-0.5,/,/,7,-9,-3
CCOc1ccc(CN2CCNC(=O)C2CC(=O)NC2CCOCC2)cc1 (stereo unspecified),-1,0.5,-2,-8,-0.3,14,0.5,2,0,-13
COc1cc(C(=O)N2CCN(Cc3ccccc3C(F)(F)F)CC2)cc(OC)c1OC,1,0.2,-4,6,-4.1,0,/,29,1,-2
Cc1ccsc1C(=O)OCC(=O)Nc1sccc1C(N)=O,-6,-1.3,1,-14,-1.7,24,/,7,-6,0
CC(C)CCNC(=O)NC(=O)COc1ccccc1C#N,0,0.1,0,-10,1.9,-5,/,3,-13,-2
CCCCN(C=O)c1c(CC)nc2ccc(C(=O)NCc3cccs3)cn12,/,/,/,/,-0.8,/,0.9,3,-2,/

# From PubChem

# An excerpt (hit frequency here may not be typical).
